Assay outcomes from PubChem BioAssay.
Mcl-1 Bim block: disrupts Bim peptide binding to human Mcl-1; Q07820; Bead-based flow cytometry, Bim peptide-Mcl-1 binding; inhibition, % at 10 µM; 0.1% of 190,000 active;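 also: 0% = no compound tracer wells and 100% = peptide blocker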
Target sequence (Q07820 whole entry, looked up): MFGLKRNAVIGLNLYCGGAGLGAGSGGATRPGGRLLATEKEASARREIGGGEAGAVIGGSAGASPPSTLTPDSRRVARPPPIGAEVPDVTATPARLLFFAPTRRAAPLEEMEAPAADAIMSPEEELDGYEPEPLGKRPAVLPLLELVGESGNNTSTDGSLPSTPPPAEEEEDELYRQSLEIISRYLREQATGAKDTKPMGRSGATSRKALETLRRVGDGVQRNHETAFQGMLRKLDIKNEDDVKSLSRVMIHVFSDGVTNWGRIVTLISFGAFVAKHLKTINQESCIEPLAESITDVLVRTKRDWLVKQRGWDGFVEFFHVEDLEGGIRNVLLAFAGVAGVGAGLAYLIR
Bim-Bcl-B: disrupts Bim peptide binding to human Bcl-B; Q9HD36; bead-based flow cytometry; inhibition, % at 10 µM; 0.073% of 190,000 active; AID 951;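 also: 0% = tracer peptide without compound and 100% = reference inhibitor peptide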
Mcl1-Bid inh: Mcl-1/Bid interaction inhibition; Q07820; AID 1021; 0.97% of 220,000 active; TR-FRET Mcl-1/Bid-Dy647 peptide binding, 1536-well; inhibition, % at 21.7 µM;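 active = compounds that cut the binding signal by more than half at the single screening dose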;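 also: His-tagged Mcl-1 with europium anti-His antibody binding Bid BH3 peptide; 0% = Mcl-1 plus peptide wells and 100% = peptide-only wells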
Bim-Bcl-W: human Bim-Bcl-W interaction inhibition; bead-based flow cytometry, Bim peptide-Bcl-W binding; inhibition, % at 10 µM; 0.02% of 190,000 active;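 also: 0% = bound tracer without compound and 100% = peptide blocker; higher means less fluorescent Bim peptide bound to Bcl-W beads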
Target sequence (Q92843 whole entry, looked up): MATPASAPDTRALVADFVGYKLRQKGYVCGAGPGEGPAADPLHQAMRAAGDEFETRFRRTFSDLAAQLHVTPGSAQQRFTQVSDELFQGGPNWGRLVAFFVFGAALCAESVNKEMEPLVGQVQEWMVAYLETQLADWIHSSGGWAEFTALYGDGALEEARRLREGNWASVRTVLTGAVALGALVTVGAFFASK
Bfl-1 Bim block: disrupts Bim binding to human Bfl-1. Q16548. Bead-based flow cytometry, Bim-Bfl-1 binding inhibition. inhibition, % at 10 µM. 0.12% of 190,000 active;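 also: 0% = wells without compound plus tracer and 100% = blocker peptide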
Bcl-2 Bim block: disrupts Bim peptide binding to human Bcl-2. P10415. Bead-based flow cytometry, Bim peptide-Bcl-2 binding. inhibition, % at 10 µM. 0.06% of 190,000 active; in the data active = inhibition above about 40%; inconclusive = no clear call, values can overlap the other calls;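 also: 0% = no compound wells with probe peptide and 100% = reference peptide inhibitor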
Target sequence (P10415 whole entry, looked up): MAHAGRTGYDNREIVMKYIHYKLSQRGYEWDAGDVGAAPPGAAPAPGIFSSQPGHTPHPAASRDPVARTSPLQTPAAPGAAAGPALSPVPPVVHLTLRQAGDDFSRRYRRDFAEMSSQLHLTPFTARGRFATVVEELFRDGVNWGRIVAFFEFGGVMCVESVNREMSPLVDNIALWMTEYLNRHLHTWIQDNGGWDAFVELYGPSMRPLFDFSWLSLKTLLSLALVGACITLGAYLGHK
Bcl-XL Bim block: disrupts Bim peptide binding to human Bcl-XL; Q07817; bead flow cytometry, fluorescence; inhibition, % at 10 µM; 0.04% of 190,000 active; AID 1007
Target sequence (Q07817 whole entry, looked up): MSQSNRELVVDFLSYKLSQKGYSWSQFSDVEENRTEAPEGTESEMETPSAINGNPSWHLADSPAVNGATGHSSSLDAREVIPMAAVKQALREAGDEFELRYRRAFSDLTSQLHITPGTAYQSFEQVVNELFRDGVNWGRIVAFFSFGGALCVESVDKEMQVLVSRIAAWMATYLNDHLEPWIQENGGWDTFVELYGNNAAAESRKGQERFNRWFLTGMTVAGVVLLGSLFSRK
RGS8-Gao reg: human RGS8-Galphao interaction regulation; P09471; multiplexed bead flow cytometry, RGS8-Galphao binding; actives lie on both sides; response (percent of control binding), % at 10 µM; 0.34% of 220,000 active; in the data active = response below about 60% or above about 140%; inactive = in between;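 also: Galphao activated as the GDP aluminium fluoride complex binding bead-coupled RGS8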
RGS4-Gao reg: human RGS4-Galphao interaction regulation. P09471. Multiplexed bead flow cytometry, RGS4-Galphao binding; actives lie on both sides. binding response (% of control), % at 10 µM. 0.33% of 220,000 active; in the data active = binding response below about 49% or above about 150%; inactive = in between;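 also: fluorescent Galphao activated with aluminum fluoride binding bead-coupled RGS4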
RGS7-Gao reg: human RGS7-Galphao interaction regulation; AID 1439; 0.35% of 220,000 active; P09471; binding response (% of control), % at 10 µM; Multiplexed bead flow cytometry, RGS7-Galphao binding; actives lie on both sides; in the data active = binding response below about 49% or above about 150%; inconclusive = no clear call, values can overlap the other calls; inactive = in between;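 also: fluorescent Galphao held in activated GDP-AlF4 state binding bead-coupled RGS7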
GSH bead fluor: compound fluoresces at 488/530 nm on GSH beads. GSH beads flow cytometry, compound fluorescence 488/530 nm; stronger effect = higher value. fluorescence (KMESF) at 10 µM. 0.25% of 190,000 active. AID 1776; in the data active = fluorescence above about 89;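 also: glutathione beads carrying GST-tagged Bcl family fusion proteins plus one bare bead set; values are compound well signal with DMSO vehicle wells as background; inactives centre near 16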
Numbers without * were called inactive; ? = inconclusive. Rule as the data show it, unless noted: active = inhibition above about 40%.

SMILES	Mcl-1 Bim block	Bim-Bcl-B	Mcl1-Bid inh	Bim-Bcl-W	Bfl-1 Bim block	Bcl-2 Bim block	Bcl-XL Bim block	RGS8-Gao reg	RGS4-Gao reg	RGS7-Gao reg	GSH bead fluor
CN1C(=O)/C(=C/C=C2\SCCN2C)SC1=S	-1.0	-2.0	-8.3	0.0	3.0	0.0	-4.0	100.7	101.1	99.2	24
CC(=O)NC(Cc1ccccc1F)C(=O)NC1CCN(C(=O)c2cnccn2)CC1 (stereo not drawn)	0.0	-3.0	6.8	2.0	-6.0	-2.0	-7.0	100.7	104.8	99.5	56
O=C(O)CCCN1C(=O)/C(=C/c2cn(-c3ccccc3)nc2-c2cccs2)SC1=S	-1.0	1.0	77.7*	0.0	4.0	4.0	-1.0	76.3	90.0	89.0	8
Cc1cc(SCC(=O)N(C)C2CCS(=O)(=O)C2)nc2c(C)cccc12 (stereo not drawn)	0.0	-4.0	-16.2	-1.0	-3.0	-2.0	-1.0	100.0	100.4	97.4	17
CCN1CCN(C(=O)CCN2C(=O)COc3ccc(C)cc32)CC1	0.0	0.0	-9.8	0.0	-3.0	-3.0	-1.0	104.9	111.8	111.2	21
Cc1c(NC(=O)CN2C(=O)NC(C)(c3ccccc3)C2=O)c(=O)n(-c2ccccc2)n1C (stereo not drawn)	0.0	-3.0	-8.3	0.0	-17.0	-4.0	-1.0	102.4	102.5	104.6	10
CCOC(=O)c1sc2nc(SCC#N)n(CCCN3CCCC3=O)c(=O)c2c1C	1.0	1.0	13.8	1.0	0.0	0.0	0.0	98.8	99.2	100.6	31
COc1cccc(CN2CCN(Cc3ccc4c(c3)OCCO4)CC2CCO)c1 (stereo not drawn)	1.0	0.0	-31.6	1.0	-9.0	-1.0	2.0	105.2	102.0	104.6	22
Cc1cccc(-n2ccnc2SCC(=O)Nc2cc(C)on2)c1	-2.0	-6.0	-12.0	0.0	-6.0	-5.0	1.0	105.2	100.4	100.4	41
Cc1csc(NC(=O)C2CCN(S(=O)(=O)c3ccc4c(c3)oc(=O)n4C)CC2)n1	1.0	-5.0	-4.9	1.0	-9.0	-7.0	-3.0	101.0	103.2	105.8	19
O=C1c2c(O)cc(O)cc2O[C@H](c2ccc(O)c(O)c2)[C@@H]1O	-1.0	-4.0	-13.4	-1.0	-2.0	-1.0	-2.0	97.2	95.9	96.9	66
CC(=O)c1cnc(-c2ccccc2)s1	1.0	0.0	-16.1	1.0	0.0	-1.0	-1.0	98.5	101.2	99.7	13
C/C(=N/NC(=O)CNC(=O)c1ccccc1F)c1ccc2c(c1)CCCC2	-3.0	-5.0	-9.7	-3.0	-13.0	-6.0	0.0	108.4	107.2	103.7	21
CCOC(=O)c1ccc(NC(c2ccc(N(C)C)cc2)P(=O)(OC(C)C)OC(C)C)cc1 (stereo not drawn)	0.0	2.0	-22.2	1.0	5.0	3.0	0.0	102.4	104.1	?	13
COC(=O)C(N)Cc1ccc(O)cc1 (stereo not drawn)	2.0	0.0	-37.0	1.0	-11.0	-2.0	-8.0	100.1	100.5	99.6	7
CCn1c(SCC(=O)Nc2ccc(-c3nc4ccc(C)cc4s3)cc2)nnc1-c1ccccc1	-5.0	-8.0	65.8*	-5.0	-2.0	-2.0	-7.0	103.6	115.4	111.7	24
N#CC1=C(N)NC(=S)C(C(N)=O)C1c1ccc(Cl)cc1Cl (stereo not drawn)	0.0	-5.0	-36.2	1.0	4.0	0.0	-2.0	96.0	99.5	?	18
COc1ccc(S(=O)(=O)N2CCC(=O)N2)cc1	-1.0	0.0	-44.4	0.0	0.0	0.0	1.0	97.7	100.4	100.5	16
CCO[C@@H]1OC(C(=O)N2CCCCCCC2)=C[C@H](C2CCCCC2)[C@H]1CCCO	0.0	-6.0	9.2	1.0	-3.0	1.0	-1.0	94.9	98.2	93.3	16
Nc1ccccc1C(=O)N/N=C1/C2CN3CCN(C2)CC1(Cc1ccccc1)C3	2.0	0.0	-19.1	1.0	3.0	0.0	0.0	99.7	100.5	100.6	12

Just Bim-Bcl-W and GSH bead fluor, for 2 of the compounds above:
Structure | Bim-Bcl-W | GSH bead fluor
CC(=O)c1cnc(-c2ccccc2)s1 | 1.0 | 13
C/C(=N/NC(=O)CNC(=O)c1ccccc1F)c1ccc2c(c1)CCCC2 | -3.0 | 21

Following part:
SMILES	Mcl-1 Bim block	Bim-Bcl-B	Mcl1-Bid inh	Bim-Bcl-W	Bfl-1 Bim block	Bcl-2 Bim block	Bcl-XL Bim block	RGS8-Gao reg	RGS4-Gao reg	RGS7-Gao reg	GSH bead fluor
CN1CCOC(=O)/C1=N/Nc1cc(Cl)ccc1Cl	0.0	-2.0	-20.7	1.0	-2.0	-1.0	0.0	103.7	102.9	105.6	11
COc1cccc(NC(=O)CNC(=O)c2ccc(F)cc2)c1	-4.0	-4.0	-4.4	-4.0	-3.0	-3.0	-4.0	102.3	101.9	103.3	20
CN(Cc1ccc(-n2cccn2)cc1)Cc1nc(-c2cnccn2)no1	-1.0	-3.0	-39.3	0.0	-4.0	0.0	-3.0	101.0	98.4	96.4	12
CSc1nc2ccccc2c(=O)n1N	0.0	0.0	-10.5	0.0	1.0	0.0	-1.0	103.0	103.3	103.5	15
CCCN(CCC)S(=O)(=O)c1ccc(Cl)c([N+](=O)[O-])c1	0.0	-2.0	-6.1	-2.0	-3.0	-2.0	-3.0	102.4	100.7	?	15
CC1(C)CC(=O)C2=C(C1)OC(N)=C(C#N)C21C(=O)N2CCCc3cccc1c32 (stereo not drawn)	-1.0	-5.0	-12.7	1.0	-9.0	-5.0	-2.0	102.3	100.1	98.6	24
CCCc1nc2c(sc3nc4c(cc32)COC(C)(C)C4)c(=O)o1	-3.0	-5.0	-47.5	-2.0	-2.0	-3.0	-3.0	95.6	94.1	?	21
Cc1cc(C)c2c(=O)[nH]c(SCC(=O)N3CCCCC3)nc2n1	0.0	-3.0	-12.4	3.0	-15.0	-12.0	-4.0	99.1	100.5	99.3	22
O=C(CN(C1CC1)S(=O)(=O)c1ccc(S(=O)(=O)NC2CCCCC2)cc1)Nc1ccccc1	-2.0	-3.0	3.0	0.0	0.0	0.0	0.0	101.9	100.3	100.9	19
CC(C)[C@H](NC(N)=O)C(=O)Nc1cccc([N+](=O)[O-])c1	0.0	-3.0	-15.7	-2.0	-4.0	-2.0	0.0	101.3	102.5	?	11
Cc1ccccc1-n1c(SC(C)C(=O)N2CCN(C)CC2)nc2ccccc2c1=O (stereo not drawn)	-2.0	0.0	-5.8	-1.0	3.0	-1.0	-2.0	114.0	104.6	106.8	29
Cc1ccc(C(=O)C(OC(=O)CN2C(=O)c3ccccc3C2=O)c2ccccc2)cc1 (stereo not drawn)	-6.0	-4.0	1.1	1.0	-3.0	-1.0	-2.0	102.8	99.5	98.3	24
O=C(COC(=O)c1ccc(Cl)c(S(=O)(=O)N2CCCCC2)c1)NCc1ccco1	-4.0	-1.0	-0.6	-3.0	-4.0	-3.0	-5.0	104.8	100.8	97.2	15
CCC(c1nnnn1Cc1ccco1)N(Cc1cc2cc(C)cc(C)c2[nH]c1=O)CC1CCCO1 (stereo not drawn)	0.0	-4.0	-1.2	-2.0	-8.0	-7.0	-2.0	101.1	104.9	103.1	47
O=C1C=C(N2CCOCC2)C2(CCCCC2)O1	-1.0	-5.0	-2.1	-3.0	-5.0	0.0	-5.0	108.5	110.7	110.3	14
COc1ccc(CN2CN(C(C)C)CSC2=S)cc1	-2.0	-3.0	-30.5	-3.0	-1.0	-4.0	-1.0	99.8	97.0	104.5	17
N#Cc1ccccc1CSc1nc2ccc(NC(=O)c3ccccc3C(=O)O)cc2s1	0.0	0.0	-40.0	-1.0	-6.0	-1.0	-1.0	100.8	99.3	96.2	21
Cc1cccc(OCC(=O)N2CCN(C(=O)c3cccs3)CC2)c1	1.0	1.0	-20.1	2.0	-2.0	0.0	0.0	98.7	96.6	97.5	18
CCOC(=O)C1CCN(C(=O)CCN2C(=O)C3C4C=CC(C4)C3C2=O)CC1 (stereo not drawn)	-3.0	-6.0	-35.4	1.0	-12.0	-8.0	-3.0	102.3	103.4	103.9	38
Cc1occc1-c1nnc(SCC(=O)c2ccc(Cl)cc2)n1C	-4.0	-4.0	-16.9	-3.0	0.0	-1.0	-4.0	102.2	112.9	103.7	11
Cc1c(NC(=O)/C(=C/c2cccs2)NC(=O)c2ccccc2)c(=O)n(-c2ccccc2)n1C	-3.0	-9.0	-3.6	-2.0	-4.0	-3.0	-4.0	101.2	101.6	98.8	15
CN(C)c1ccc(NC(=O)CC2NCCNC2=O)cc1 (stereo not drawn)	1.0	-7.0	-17.0	-2.0	-18.0	-12.0	-23.0	100.0	99.2	100.6	30
O=C(CSc1nc(-c2ccc(F)cc2)cc(C(F)(F)F)n1)Nc1ccc2c(c1)OCO2	-9.0	-12.0	-12.0	-6.0	-17.0	-8.0	-12.0	101.3	94.3	103.1	16
Cc1ccc(CN(Cc2cc3cc(C)ccc3[nH]c2=O)C(=O)N2CCOCC2)cc1	3.0	-2.0	-5.0	4.0	-9.0	5.0	0.0	99.1	97.5	103.5	19
CCNc1nc(Oc2ccc(=O)[nH]n2)nc(N2CCOCC2)n1	-4.0	-13.0	1.9	0.0	-13.0	-10.0	-6.0	104.3	105.3	106.6	29
O=C(CN1CCOc2ccccc21)NCc1ccc(Cl)cc1	-2.0	-3.0	-19.7	-7.0	-1.0	-3.0	-2.0	105.7	104.2	102.1	13
Cc1ccc(-c2ccc(=O)n(CC(=O)Nc3ccc4c(c3)OCCO4)n2)cc1	-2.0	0.0	-40.7	5.0	4.0	2.0	0.0	96.9	97.0	95.3	11
O=C(CSc1nnnn1Cc1ccccc1)c1ccccc1	5.0	-5.0	3.2	2.0	-6.0	-5.0	1.0	101.8	100.4	97.5	22
Cc1ccc(-n2c(C)cc(/C=c3/sc4nc5ccccc5n4c3=O)c2C)cc1	3.0	2.0	-20.4	1.0	7.0	3.0	3.0	101.2	100.7	104.7	23
Cn1c(SCc2c(Cl)cccc2Cl)nc(C(F)(F)F)cc1=O	-4.0	-7.0	-0.1	-3.0	-19.0	-10.0	-5.0	99.1	100.3	99.8	23
COc1cc(C2Nc3cccc4cccc(c34)N2)cc(OC)c1O	12.0	-3.0	9.5	42.0*	57.0*	16.0	12.0	73.3	82.0	71.9	19
CCOc1ccc(NCc2nnc(SCc3ccccc3Cl)n2-c2ccccc2)cc1	2.0	-5.0	-32.9	4.0	-9.0	-3.0	-4.0	92.0	89.8	98.3	15
CCCCOC(=O)c1ccc(NC(=O)c2c(Cl)ccc(Cl)c2OC)cc1	-3.0	-7.0	-0.3	-4.0	0.0	-3.0	-9.0	102.1	101.3	101.9	9
O=C(CN1CCOCC1)N1CCN(c2nnc(-c3ccccc3)c3ccccc23)CC1	-1.0	-8.0	5.3	3.0	-11.0	-6.0	-16.0	104.7	106.2	104.6	55
CC(=O)N1CCc2cc(Br)cc(S(=O)(=O)NCCCN3CCCC(C)C3)c21 (stereo not drawn)	-4.0	-12.0	-10.5	-4.0	-10.0	-3.0	-6.0	98.6	92.7	94.2	32
C=CCn1ncc(OC)c(Cl)c1=O	-1.0	-6.0	-7.3	0.0	-8.0	-2.0	-1.0	108.5	101.0	101.9	15
